# Screening data deposited in PubChem by National Center for Advancing Translational Sciences (NCATS).
# TCR activator: T cell receptor activation; Potency, µM (titrated, usually from 9.22 µM), for inactives: at the highest dose activation of IL-2 secretion, usual class: activators; primary human leukocytes, anti-CD3, IL-2 HTRF, 48 h; 330,000 tested, under 10 active; AID 504894; further: % of control where 0% means no effect
#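 Primary human leukocytes incubated 48 hr with anti-CD3 beads plus compound, without co-stimulation. Secreted IL-2 measured by HTRF (europium cryptate/d2 anti-IL-2 pair, 320 nm excitation, 665 nm emission).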
# A-T KAP1 phos: candidate therapy for ataxia-telangiectasia. […] A-T fibroblasts, KAP-1 phosphorylation AlphaLISA; neocarzinostatin DNA damage 30 min before lysis. Potency, µM (doses to about 57.5 µM), inactives show top-dose activation, actives largely listed as activators. 320,000 compounds, 0.19% hits. AID 485349; further: potency means the concentration at half of the fitted maximal effect; % of control where 0% means no effect; nearly all actives have a fitted effect of over 45% in size
#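 ATM-like activity read as KAP-1 phosphorylation via AlphaLISA donor/acceptor antibody pairs after lysis and 6 hr at 25C. Cells were ATM-null patient fibroblasts ([…], hTERT), dosed 60 min, then exposed to the DSB inducer NCS for 30 min.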
# BCR signal inh: inhibitors of chronic active B-cell receptor signaling | AID 493014 | 340,000 compounds, 0.05% hits | Potency, µM (top dose mostly 46.1 µM), without a hit: top-dose ratio change, negative = lower green/red ratio, most hits filed as inhibitors | ABC-DLBCL IkBa-CBG/CBR reporter, luminescence ratio, 4 h; active means well fitted inhibition curve with a large enough effect in the signal ratio, with a control signal flat, not every such curve was filed as active; inconclusive means small, poorly fitted or top-dose-only effect, or effect the other way, or a change in a side signal; the % refers to the signal ratio;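 further: potency means the concentration at half of the fitted maximal effect; plate controls were basal doxycycline-induced cells for no effect and cells given 10 µM MG132 for full effect; MG132 reads +100%, hits lower the ratio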
#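 Cell line TMD8 (human ABC DLBCL), stably expressing tet-inducible CBG68-IkBa fusion and CBR; IMDM/0.5% FBS; cpd up to 46 uM; dox induction, 4 h, 37C/5% CO2; dual luminescence; green/red ratio; MG132 control.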
# hERG WT inh: blocks the wildtype human KCNH2 potassium channel; Q12809; U2OS, BacMam KCNH2, thallium flux FluxOr; active compounds read low; activity change, % at 1.84 µM; 340,000 compounds, 0.37% hits; AID 720551;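 active means maximum activity change below -70%; inconclusive means maximum activity change between -70% and -50%; inactive means maximum activity change above -50%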; further: on the % scale 0 is the no-effect control and ±100 the full control effect
#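 U2OS cells transduced with wild-type KCNH2 virus are loaded with FluxOr dye for 45 min, and thallium flux is measured in kinetic reads before and after stimulation buffer. Rate constants are normalized to DMSO controls.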
# TSHR antag: human thyrotropin receptor antagonism; activity change, negative = inhibition, % at 11.5 µM; TSHR-expressing cells, TSH-stimulated cAMP HTRF, 2 h; active compounds read low; AID 504810; P16473; 330,000 compounds, 0.2% hits;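 active means activity change below a set negative limit, meaning inhibition stronger than a set level, cut at about -70% in these data; inconclusive means activity change between two set negative limits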; further: on the % scale 0 is the no-effect control and ±100 the full control effect
#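 Inhibition of cAMP made by TSHR-expressing cells under TSH stimulation (4nM final, EC80; 2 h, 37 deg C) is quantified with a one-step lysis HTRF kit, anti-cAMP cryptate versus cAMP-d2.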
# Tb PFK inh: T. brucei PFK enzyme inhibition; T. brucei PFK, ADP-Glo luminescence; 330,000 compounds, 0.17% hits; Potency, µM (titrated, usually from 57.5 µM), without a hit: at the highest dose activity, negative = inhibition, most hits filed as inhibitors;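 further: potency means the concentration at half of the fitted maximal effect; 0% = uninhibited 1x PFK enzyme wells and -100% = no-enzyme wells; nearly all actives have a fitted effect of over 60% in size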
# Target sequence (O15648 whole entry, looked up): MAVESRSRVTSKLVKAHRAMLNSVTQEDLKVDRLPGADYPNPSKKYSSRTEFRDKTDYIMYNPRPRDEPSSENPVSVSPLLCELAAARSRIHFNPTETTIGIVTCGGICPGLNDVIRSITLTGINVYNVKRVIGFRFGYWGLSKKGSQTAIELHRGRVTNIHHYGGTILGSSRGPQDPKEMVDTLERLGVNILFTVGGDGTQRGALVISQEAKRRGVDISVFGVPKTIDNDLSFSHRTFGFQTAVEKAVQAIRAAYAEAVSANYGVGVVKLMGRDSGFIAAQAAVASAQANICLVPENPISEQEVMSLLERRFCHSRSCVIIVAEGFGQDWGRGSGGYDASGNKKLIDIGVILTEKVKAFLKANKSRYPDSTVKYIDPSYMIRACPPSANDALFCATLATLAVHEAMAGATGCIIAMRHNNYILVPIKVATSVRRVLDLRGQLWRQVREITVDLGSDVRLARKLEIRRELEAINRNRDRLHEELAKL
#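 Compounds were pin-transferred as a titration series up to 57 uM into substrate buffer (0.5 mM F6P, 0.1 mM ATP, pH 8.0), then 1.25 nM PFK was added and reactions ran 45 min before ADP-Glo detection.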
# MLL CXXC-DNA inh: blocks binding of human MLL CXXC domain to DNA | MLL-CXXC / FITC-HOXA9 DNA fluorescence polarization | Potency, µM (top dose mostly 115 µM), for inactives: top-dose activity change, negative = inhibition, usual class: inhibitors | 290,000 compounds, 0.037% hits | AID 2662; active means well fitted inhibition curve with a large enough effect in the polarisation, with a control signal flat, not every such curve was filed as active; inconclusive means small, poorly fitted or top-dose-only effect, or effect the other way, or a change in a side signal; inactive means no such curve, though single readings can be large or run the other way; the % refers to the polarisation; further: potency means the concentration at half of the fitted maximal effect
#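 Steps: dispense CXXC domain solution (7 uM) → pin compounds or unlabeled HOX-A9 DNA control → 5 min ambient → add FLSN-HOX-A9 solution (50 nM) → spin → 30 min ambient → fluorescence polarization. Tris pH 7.5/NaCl/DTT/BSA buffer.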
# FBPA coupling cs: inhibits coupling enzyme system, counter-screen for aldolase hits; coupling enzyme system counterscreen, AmpLite Red fluorescence; activity change, negative = inhibition, % at 58.2 µM, hits read low; 290,000 compounds, 0.67% hits; AID 2472; in the data active means activity change below about -30%; further: on the % scale 0 is the no-effect control and ±100 the full control effect
#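 Compounds tested against the coupling enzymes alone at 57.5 uM final; readout was AmpLite Red fluorescence (525/598 nm) after 20 min at RT.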
# Giardia killer: kills Giardia lamblia | Giardia lamblia trophozoite viability | AID 540267 | 340,000 compounds, 0.15% hits | activity change, % at 7.66 µM, hits read low; in the data active means activity change below about -80%; inconclusive means between about -30% and that limit;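 further: parasites exposed to compound for two days anaerobically before the ATP read; on the % scale 0 is the no-effect control and ±100 the full control effect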
#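 ATP-content bioluminescence gauges trophozoite survival. Cells (100/well) receive compound and incubate anaerobically for 48 hrs at 37 deg C; detection reagent follows for 15-30 min at room temperature.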
# GALK inhibitor: inhibitors of human galactokinase. Potency, µM (series often up to 57.5 µM), without a hit: top-dose activity change, negative = inhibition, usual class: inhibitors. 270,000 compounds, 0.007% hits. AID 1868. Purified GALK, Kinase-Glo residual ATP luminescence. P51570; further: potency means the concentration at half of the fitted maximal effect; on the % scale 0 is the no-effect control and ±100 the full control effect
# Target sequence (P51570 whole entry, looked up): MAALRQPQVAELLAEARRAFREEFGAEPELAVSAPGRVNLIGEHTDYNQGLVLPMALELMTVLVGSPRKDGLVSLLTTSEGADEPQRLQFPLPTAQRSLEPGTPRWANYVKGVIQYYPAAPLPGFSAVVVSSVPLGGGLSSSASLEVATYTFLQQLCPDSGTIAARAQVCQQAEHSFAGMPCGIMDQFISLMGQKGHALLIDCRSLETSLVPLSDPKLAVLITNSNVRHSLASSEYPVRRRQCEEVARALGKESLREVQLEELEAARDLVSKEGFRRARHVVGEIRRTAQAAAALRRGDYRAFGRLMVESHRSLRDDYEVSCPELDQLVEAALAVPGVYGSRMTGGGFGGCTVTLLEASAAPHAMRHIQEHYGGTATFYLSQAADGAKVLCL
#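 Luminescence from leftover ATP (Ultra-Glo luciferase/luciferin) served as read-out after a 1 h room-temperature reaction of 5 nM GALK with 35 uM ATP and 100 uM galactose.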
# Starred values were filed as active, the others as inactive; ? = inconclusive; . = not tested or not shown; [ ] = dose if it differs, or a comment. Unless noted, the call rests on the fitted dose curve; in most records, active means well fitted curve in the direction sought with a large enough effect; inconclusive means small, poorly fitted or top-dose-only effect, or another doubt; inactive means no such curve, though single readings can be large; an effect the other way counts as inactive or inconclusive.
SMILES,TCR activator,A-T KAP1 phos,BCR signal inh,hERG WT inh,TSHR antag,Tb PFK inh,MLL CXXC-DNA inh,FBPA coupling cs,Giardia killer,GALK inhibitor
Cc1ccc(CNC(=O)C(Cc2ccccc2)NS(=O)(=O)c2cccs2)cc1 (stereo not drawn),.,-3%,-2%,2,-3,0%,5%,-1,-13,-3%
CC(C)COP(=O)(OCC(C)C)C(O)c1ccccc1F (stereo not drawn),-5%,-5%,-17%,2,6,2%,1%,-2,1,-3%
C/C(N)=C(/C#N)C(=O)COC(=O)c1ccc(OCC2CCCO2)cc1 (stereo not drawn),-4%,0%,?,-2,-5,-3%,-5%,1,8,6%
CCCn1cnc2c(c1=O)c1nc3ccccc3nc1n2CCC1=CCCCC1,.,-1%,0%,.,0,3%,11%,3,.,1%
COc1ccc(OC)c(CNn2c(-c3cccc(C)c3)nc3ccccc3c2=O)c1,2%,4%,?,3,0,-2%,3%,-1,-24,1%
CC(C)CNC(=O)C(=O)NCC1OCCCN1S(=O)(=O)c1cccs1 (stereo not drawn),-2%,3%,-2%,4,1,2%,?,-5,-8,-1%
Nc1ccc2nc(SCC(=O)c3ccccc3)sc2c1,0%,1%,-1%,5,-10,1%,6%,-3,21,-3%
O=C1CN(S(=O)(=O)c2cc(Br)ccc2Br)CCN1,0%,6%,-7%,-9,-2,-5%,.,.,-7,.
CCOc1ccc(-c2nnc(SCC(=O)O)n2Cc2ccccc2)cc1,-1%,-5%,11%,9,-9,3%,-22%,10,16,1%
O=C(NCc1ccncc1)c1cc2ccccc2nc1Cl,0%,9%,-1%,-2,2,-7%,-3%,0,-3,-4%
c1ccc2oc(-c3[nH]ncc3CN3CCC(N4CCSCC4)CC3)cc2c1,1%,4%[11.5 µM],?,12,2,5%,-11%,-11,3,-3%
O=C1CC2(CCN(C(=O)COc3ccccc3)CC2)Oc2ccccc21,1%,5%,0%,4,3,11%,.,.,-19,.
O=C(CSc1ncn[nH]1)Nc1cc(S(=O)(=O)N2CCCC2)ccc1Cl,9%,1%,0%,-5,2,-2%,2%,2,11,8%
CCc1cc2c(=O)c(Oc3ccccc3)c(C)oc2cc1O,-5%,-14%,?,-2,-13,-3%,1%,2,-2,2%
COc1ccc(C/C(N)=N/O)cc1,-2%[46.1 µM],-5%,0%,-4,3,-7%,-4%,2,-12,1%
C/C=C(/C)C(=O)Nc1cccc(C2=NOC3(C2)C[C@H](C(N)=O)N(C(=O)Cc2ccc([N+](=O)[O-])cc2)C3)c1 (stereo partly drawn),14%,39%,-10%,15,-7,-7%,6%,-4,-20,-3%
COCCCNC(=O)/C(C#N)=C/c1ccc(OCC(=O)O)c(OC)c1,9%[46.1 µM],-1%,-2%,4,2,?,-22%,-1,31[activator],.
CC1=C(C(=O)OCc2ccccc2)C(c2ccc(Cl)cc2)NC(=O)N1C (stereo not drawn),2%,6%,?,4,21,1%,12%,1,18,-6%
O=S(=O)(c1ccc(F)cc1)N1CCN(CC(O)COCC2CCCO2)CC1 (stereo not drawn),-1%,1%,-4%,4,-6,-1%,.,.,-16,.
Cc1ccccc1-n1c(=O)n(Cc2ccccc2)c(=O)c2[nH]cnc21,1%,-13%,?,0,15,4%,-12%,-1,-17,-3%
COc1ccccc1C(=O)N1C(CC(=O)Nc2ccc(C)c(C)c2)C(=O)NC2CCCCC21 (stereo not drawn),1%,-5%,-1%,-11,1,-3%,3%,.,-29,2%
Cc1cc2c(cc1C)N(C(=O)CSC1=NCCS1)C(C)(C)c1ssc(=S)c1-2,.,-17%,?,-3,1,-6%,9%,0,-5,1%
CNC(=S)N/N=C/c1cn(CCOc2ccc(OC)cc2)c2ccccc12,2%[46.1 µM],0%,?,-5,-7,-1%,-20%,5,5,1%
C=CCOc1ccc(C2C(C(=O)c3ccco3)=C(O)C(=O)N2Cc2cccnc2)cc1 (stereo not drawn),.,1%,2%,-10,3,-5%,12%,0,-1,-4%
COc1cc(OC)cc(C(=O)OCC(=O)N(C)c2ccccc2)c1,4%,1%,-1%,10,-7,1%,-18%,-2,6,-2%

# Following part
SMILES,TCR activator,A-T KAP1 phos,BCR signal inh,hERG WT inh,TSHR antag,Tb PFK inh,MLL CXXC-DNA inh,FBPA coupling cs,Giardia killer,GALK inhibitor
COC(=O)/C(C#N)=C/c1c(N2CCN(c3cccc(Cl)c3)CC2)nc2c(C)cccn2c1=O,3%,-2%,-1%,4,-9,-5%,1%,1,-12,1%
Cc1cc(C)nc(Sc2nc(C)nc3c2oc2ccccc23)n1,-2%,4%,?,1,-5,4%,-11%,-1,2,-2%
CCOC(=O)CSc1nnc(CNC(=O)c2ccc(OC)c(OC)c2)n1C,.,-10%,2%,50,2,-4%,4%,2,-18,1%
CCOC(=O)C(Cc1ccccc1)c1ccnc2nc(N)nn12 (stereo not drawn),-2%,0%,4%,.,-8,-2%,10%,1,-8,3%
O=C(CSc1nnc(SCc2ccccc2)s1)N/N=C/C=C/c1ccco1,-2%[46.1 µM],-5%,-4%,4,-23,?,-4%,-1,-8,1%
CCCCNC(=S)NCCN1CCN(C(=S)NCCCC)CC1,-3%,2%,-4%,3,-3,-4%,-3%,3,3,0%
COC(=O)c1cccc(N/C=C(\[N+](=O)[O-])S(=O)(=O)c2ccccc2)c1,6%,-5%,3%,-2,-6,1%,-9%,0,7,12%
OCCC1CN(Cc2cc3ccccc3o2)CCN1Cc1ccc(F)cc1 (stereo not drawn),-2%,-2%,0%,10,-4,-1%,4%,1,10,2%
O=C1NC(c2ccc(-c3ccccc3[N+](=O)[O-])o2)C(C(=O)c2ccccc2)C(O)(C(F)(F)F)N1 (stereo not drawn),-4%[46.1 µM],4%,?,.,13,0%,3%,-2,-26,-3%
Cc1ccc(S(=O)(=O)CCC(=O)Oc2ccc3c(C)cc(=O)oc3c2)cc1,-4%,-3%,3%,-17,1,3%,.,.,-28,.
O=C(/C=C(\c1ccc(Cl)cc1)n1cncn1)c1ccc(Cl)cc1,5%,.,?,17,15,6%,18%,-1,4,1%
Cc1ccc(-n2nc(C)c3c(C(=O)OCC(=O)N(C)C4CCS(=O)(=O)C4)cc(-c4ccccc4)nc32)cc1 (stereo not drawn),-1%,1%,3%,0,9,6%,0%,3,-13,.
Clc1ccc(CN2CCCCCCC2)cc1Cl,2%,8%,-3%,0,3,-14%,-8%,2,0,0%
O=C(Nc1ccc(F)cc1)c1nc2c(nnn2Cc2cccc3ccccc23)c(=O)[nH]1,1%,6%,4%,-4,-16,-1%,1%,-1,7,-5%
Cc1ccc2cc(CN(C(=O)C3CCCO3)C3CCCCC3)c(=O)[nH]c2c1 (stereo not drawn),2%,8%,-1%,-18,-5,0%,1%,1,-14,0%
CCn1c(CNC(=O)c2ccco2)nnc1SCC(=O)Nc1cc(C)c(C)cc1Br,3%,1%,4%,0,2,-5%,-6%,-1,-1,1%
Cc1cc(NC(=O)C(C)SCC(=O)OCC(=O)N(Cc2ccccc2)C(C)(C)C)no1 (stereo not drawn),-2%,0%,?,10,7,0%,0%,.,-2,6%
O=C(Nc1ccc(COc2ccccc2)cc1)c1cccc([N+](=O)[O-])c1,2%[46.1 µM],-1%,0%,-13,-11,-1%,17%,2,-21,2%
CCCC(=O)N(CC(=O)Nc1sc(C)c(C)c1C(N)=O)Cc1ccccc1,-3%,-5%,-8%,4,-20,-6%,-5%,3,-2,0%
CCCN(CCC)S(=O)(=O)c1cccc(-c2csc(C)n2)c1,-4%,39%,21%,-4,-10,2%,-1%,0,25,-1%
CCCCN(C)C(=O)C1CCCN(S(=O)(=O)c2ccc3c(c2)CC(C)N3C(=O)C2CC2)C1 (stereo not drawn),8%,0%,10%,-9,-2,-7%,17%,3,-15,-3%
O=c1c2oc3ccccc3c2[nH]c(=S)n1-c1ccc(F)cc1,-5%,-4%,?,-2,11,3%,0%,-2,-18,-1%
O=C(c1ccc(OC2CCN(Cc3ccc(C(F)(F)F)cc3)CC2)cc1)N1CCCCC1,-6%,-2%,-3%,25,7,-1%,4%,0,-10,6%
CCc1nn(CC(=O)N2CCCCCC2)c(=O)c2cc3ccccc3n12,4%,0%,-2%,4,?,-2%,8%,-2,28,8%
O=C(CNC(=O)C1CCCC1)Nc1ccccc1Br,0%,-5%,-1%,-3,1,1%,.,.,8,.
O=C(CN1C(=O)c2cccc([N+](=O)[O-])c2C1=O)NNC(=O)c1ccc(F)cc1,5%,11%,5%,-6,.,9%,.,.,-5,.
CCN1CCCC1CNC(=O)C1CCN(Cc2nc(-c3cccc(Br)c3)oc2C)CC1 (stereo not drawn),5%,-3%,?,0,0,0%,0%,3,2,1%

# Quoted from the listing:
# FBPA coupling cs with `CCCCNC(=S)NCCN1CCN(C(=S)NCCCC)CC1` : 3
# TCR activator with `CCn1c(CNC(=O)c2ccco2)nnc1SCC(=O)Nc1cc(C)c(C)cc1Br` : 3%
